Source: PubChem BioAssay (Southern Research Specialized Biocontainment Screening Center)
tuberculosis growth = growth inhibition of non-replicating M. tuberculosis (AID 488890) | Mycobacterium tuberculosis non-replicating, growth inhibition; higher % means a stronger effect | hit rate 0.39% among 320,000 | one-dose inhibition, % at 25 µM; IC50 in µM for titrated hits; in the data active = a potency from the dose series; inconclusive = inhibition mostly from about 82% at the one dose, without a potency; inactive = the rest, 99 in 100 with inhibition below about 76%;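 note: plate controls were DMSO cells for no effect and high antibiotic wells for full effect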
Salmonella PhoP GFP = PhoP regulon inhibitors, Salmonella typhi PhoP promoter GFP reporter, confirmatory (AID 1850) | Salmonella Typhi PhoP-promoter GFP reporter, fluorescence, 4 h; higher % means a stronger effect | inhibition, % at 50 µM; hits with a dose series show IC50 in µM | hit rate 0.33% among 310,000; in the data active = a potency from the dose series; inconclusive = inhibition mostly from about 25% at the one dose, without a potency; inactive = the rest, 99 in 100 with inhibition below about 19%;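 note: 0% = induced wells with vehicle and 100% = uninduced wells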
influenza NS1A = H1N1 influenza NS1A inhibitors, functional cell based assay (AID 504329). NS1A functional cell-based assay, percent inhibition; higher % means a stronger effect. inhibition, % at 12.5 µM; hits with a dose series show IC50 in µM. hit rate 0.3% among 340,000; in the data active = a potency from the dose series; inconclusive = inhibition above about 27% without an active follow-up result; note: strong numbers were not always called active
H37Rv inhibition = M. tuberculosis growth inhibition, HTS (AID 449762) | M. tuberculosis H37Rv growth inhibition, 7H9 media; higher % means a stronger effect | one-dose inhibition, % at 25 µM; IC50 in µM for titrated hits | hit rate 0.59% among 330,000; in the data active = a potency from the dose series; inconclusive = inhibition above about 70% without an active follow-up result;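 note: bacterial growth assessed after seven days of incubation; strong numbers were not always called active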
VEEV TC-83 Vero = inhibitors of VEEV TC-83 cytopathic effect, confirmation, Vero cells (AID 588727); Vero cells, VEEV TC-83 cytopathic effect inhibition; higher % means a stronger effect; one-dose inhibition, % at 20 µM; IC50 in µM for titrated hits; hit rate 0.13% among 350,000; in the data active = a potency from the dose series; inconclusive = inhibition mostly from about 14% at the one dose, without a potency; inactive = the rest, 99 in 100 with inhibition below about 12%; note: strong numbers were not always called active
Starred values were filed as active, the others as inactive; i = inactive; ? = inconclusive; . = no result given.

molecule	tuberculosis growth	Salmonella PhoP GFP	influenza NS1A	H37Rv inhibition	VEEV TC-83 Vero
O=C(NCC1CCCO1)c1cccc(S(=O)(=O)Nc2cccc(C(F)(F)F)c2)c1 (stereo not given)	4%	.	3%	-5%	4.5%
NC(=O)c1sc2nc3c(c(-c4cccs4)c2c1N)CCCCC3	-7%	2%	-4%	-4%	3.2%
COc1ccc(CCNC(=O)C2CCN(S(=O)(=O)c3ccc4c(c3)oc(=O)n4C)CC2)cc1OC	3%	-4%	-15%	7%	0.8%
CSc1ccccc1NC(=O)CSc1nnc(COc2ccccc2)o1	28%	-7%	2%	-1%	1.9%
Cc1ccc(N2C(=O)[C@@H]3[C@H](C2=O)[C@H]2C=CC=NN2[C@@H]3C(=O)Nc2ccccc2)cc1	5%	2%	9%	-4%	i
O=C(Nc1ccc(C(=O)N2CCOCC2)cc1)Nc1cccc(C(F)(F)F)c1	-2%	-9%	-12%	-12%	1.2%
CCOC(=O)c1sc(NS(=O)(=O)c2ccc(C)cc2)nc1C	30%	-10%	-3%	7%	2.5%
CCN1CCCC1CNS(=O)(=O)c1c(C)cc(C)cc1C (stereo not given)	9%	6%	-12%	0%	0.1%
CCOc1ccc(OCC)c(NC(=O)CN2CCC(NC(=O)c3cccc(F)c3)CC2)c1	27%	9%	-1%	6%	9.0%
CCOc1cccc(N(C(=O)Cc2cccs2)C(C(=O)NC2CCCCC2)c2cccn2C)c1 (stereo not given)	12%	-3%	0%	2%	i
CCOC(=O)c1cc(/C(C)=N/OC(=O)c2ccc(Cl)cc2)on1	45%	2%	.	48%	3.2%
CCOC(=O)N1CCN(C(=O)CSc2nc3c([nH]c4ccccc43)c(=O)n2CC)CC1	8%	-16%	-5%	-1%	9.8%
CC(=O)OCC1=C(C(=O)O)N2C(=O)C(NC(=O)c3ccc(COc4ccc(Cl)cc4)o3)C2SC1 (stereo not given)	7%	-1%	7%	5%	1.2%
O=C(Cc1ccc(Cl)cc1)NCCS(=O)c1ccc(Cl)cc1 (stereo not given)	30%	0%	0%	8%	0.6%
CCCN(C(=O)CSc1nnnn1-c1ccccc1OC)C1CCS(=O)(=O)C1 (stereo not given)	-3%	-8%	-2%	-13%	2.0%
COc1cc2cc(CCCO)oc(=O)c2cc1OC	4%	.	-8%	-4%	0.6%
COc1ccc(OC)c(NC(=O)CSc2nnc3ccc(-c4ccncc4)nn23)c1	-1%	26%	4%	1%	0.6%
C=CCn1c(N2CCCCCC2)nc2c1c(=O)n(C)c(=O)n2C	-7%	-6%	-13%	2%	0.1%
CN(C(=O)c1cccc(NC(=O)Cc2ccc(NC(=O)C3CCCN(C(=O)C4CC4)C3)cc2)c1)C1CCCCC1 (stereo not given)	.	.	-4%	.	1.1%
CN1CCN(C(=O)c2cc3c(C(F)(F)F)nn(C)c3s2)CC1	-7%	-3%	-27%	-7%	i
O=[N+]([O-])c1ccccc1S(=O)(=O)NCc1ccco1	0%	-4%	.	3%	0.3%
O=C(NCCc1ccc2c(c1)OCCO2)c1cc(S(=O)(=O)N2CCCC2)ccc1Cl	.	.	-3%	.	i
CS(=O)(=O)N1CCc2cc(C(=O)O)ccc21	3%	-23%	-16%	7%	3.0%
O=C(C[n+]1ccn(CCCNP2(=O)C=C(c3ccccc3)OC(c3ccccc3)=C2)c1)c1cccs1	58%	-14%	0%	24%	2.2%
Cc1ccc(S(=O)(=O)NCC(=O)N(CC(=O)NCc2ccco2)C2CCCC2)cc1	1%	5%	11%	0%	0.5%
O=C(NCCCCc1ccccc1)Nc1cccc(F)c1	72%	-4%	-4%	4%	2.0%
CC1=CS/C(=C(/C#N)C(=O)N2CCCCC2)N1c1ccccc1	0%	2%	-3%	3%	0.1%
C#CCNC(=O)C1=C[C@H](c2ccc3c(c2)OCO3)[C@@H](CCCO)[C@H](OCC)O1	0%	-2%	-8%	-3%	0.4%
Cc1ccc(NC(=O)Nc2ccc3c(c2)CCC3)cc1	-7%	-10%	-6%	-9%	2.8%
O=C(NC1(C(F)(F)F)C(=O)Nc2c1c(=O)[nH]c(=O)n2-c1ccccc1)c1ccncc1 (stereo not given)	-15%	25%	4%	-6%	1.7%

Exported as labelled records: two of the compounds above.
Cc1ccc(N2C(=O)[C@@H]3[C@H](C2=O)[C@H]2C=CC=NN2[C@@H]3C(=O)Nc2ccccc2)cc1
  tuberculosis growth = 5% | Salmonella PhoP GFP = 2% | influenza NS1A = 9% | H37Rv inhibition = -4% | VEEV TC-83 Vero = i
O=C(Nc1ccc(C(=O)N2CCOCC2)cc1)Nc1cccc(C(F)(F)F)c1
  tuberculosis growth = -2% | Salmonella PhoP GFP = -9% | influenza NS1A = -12% | H37Rv inhibition = -12% | VEEV TC-83 Vero = 1.2%

Additional records.
molecule	tuberculosis growth	Salmonella PhoP GFP	influenza NS1A	H37Rv inhibition	VEEV TC-83 Vero
COc1ccc(NC(=S)NN2C(C)CCCC2C)cc1 (stereo not given)	-3%	-4%	-2%	1%	0.5%
N#Cc1ccc(Cn2c(=O)oc3ccccc32)cc1	20%	0%	-4%	-4%	i
CCOc1ccccc1N(C(=O)CNC(=O)c1ccco1)C(C(=O)NC1CCCC1)c1cccnc1 (stereo not given)	8%	2%	3%	-7%	0.2%
CC(=O)Nc1ccc(NC(=O)COC(=O)c2ccco2)cc1	6%	1%	-1%	-3%	5.6%
CCc1ccc(CCC(=O)Nc2ccc(C(C)=O)cc2)o1	?	-5%	26%	32%	0.3%
O=C(COc1ccccc1)N(Cc1cccc(F)c1)C1CCS(=O)(=O)C1 (stereo not given)	2%	4%	1%	1%	2.1%
COc1ccccc1CN1CC(C(=O)NC2(c3ccccc3)CC2)CCC1=O (stereo not given)	-8%	-4%	19%	4%	4.6%
N=c1sccn1CC(=O)NC(c1ccccc1)c1ccccc1	-6%	-3%	-5%	-4%	0.5%
CC(=O)Oc1cc(O)c2c(c1)OC(c1ccc(OC(C)=O)c(OC(C)=O)c1)C(OC(C)=O)C2=O (stereo not given)	6%	-11%	0%	-1%	0.4%
CCOC(=O)c1cc(-c2ccccc2)nc2c(O)cccc12	.	.	4%	.	2.0%
CC(=O)Nc1ccc(NC(=O)C(C)OC(=O)CCCc2c[nH]c3ccccc23)cc1 (stereo not given)	-2%	-1%	7%	-4%	0.7%
Cn1ccsc1=NC(=O)c1ccc(S(C)(=O)=O)cc1	-15%	11%	-1%	3%	0.9%
O=[N+]([O-])c1cccc(/C=N/n2cnnc2)c1O	-24%	14%	-2%	10%	1.1%
COc1ccc2c(c1)cc1c(=O)n(CC(=O)NC(C)CCc3ccccc3)nc(C)n12 (stereo not given)	1%	4%	10%	8%	i
O=[N+]([O-])c1ccc(OC/C=C2\Oc3ccc([N+](=O)[O-])cc3C2N2CCOCC2)cc1 (stereo not given)	24%	1%	8%	-1%	5.1%
COc1ccc(C(C(=O)NC2CCCC2)N2CCc3ccccc32)cc1 (stereo not given)	.	0%	4%	-4%	1.0%
CCOCCCNC(=O)C1(O)c2cc(Br)ccc2NC(=O)N1c1cccc(OC)c1 (stereo not given)	-9%	-1%	-24%	-4%	0.2%
CCCCNS(=O)(=O)c1ccc2nc(SCC(N)=O)[nH]c2c1	19%	-3%	-7%	-7%	0.9%
COc1cc(/C=N/NC(=O)c2ccc(CSc3nc4ccccc4[nH]3)cc2)ccc1O	13%	-18%	.	?	4.4%
CS(=O)(=O)c1ccc(N2CCN(c3ccccn3)CC2)c([N+](=O)[O-])c1	0%	9%	4%	3%	3.6%
C/C(=N\NC(=O)c1ccc(=O)[nH]n1)c1cccnc1	-12%	-2%	7%	1%	1.2%
COc1ccccc1Oc1ccc(S(=O)(=O)N2CCCC2)cc1	18%	-8%	-5%	-8%	i
COC(=O)c1sccc1NC(=O)Nc1ccccc1Cl	-8%	-2%	-6%	-3%	1.3%
Nc1ccccc1Sc1nc2ccccc2[nH]1	70%	.	-4%	-2%	3.1%
NC(=O)c1ccc(NC(=O)CCC(=O)N2CCN(S(=O)(=O)c3ccc(Cl)cc3)CC2)cc1	-6%	14%	-11%	-1%	0.3%
O=Cc1ccccc1-n1cccn1	-4%	7%	-3%	-2%	1.1%
Nc1ccncc1N	6%	-2%	3%	-9%	1.1%
CN(C[C@H](Cc1ccccc1)N(C[C@H](Cc1ccccc1)N(CCC(C)(C)C)N=O)N=O)N=O	-10%	-6%	2%	-3%	i
COc1ccc(N(CC(=O)NCc2ccc(F)cc2)S(=O)(=O)c2c(C)noc2C)cc1	7%	4%	9%	4%	3.7%
C=CCn1c(CCNC(=O)c2ccccc2F)nnc1SCC(=O)Nc1nc(C)cs1	0%	-5%	1%	2%	0.5%
O=C(CN1C(=O)NC2(CCCCCCC2)C1=O)Nc1ccc(Br)cc1	2%	.	-3%	-2%	0.3%
Cc1ccc(-n2nc3c(=O)n(CC(=O)NCCc4cccs4)nc(C)c3c2C)cc1	-4%	6%	-4%	-1%	i
CC[C@]12c3[nH]c4cc(-c5ccco5)ccc4c3CCN1C(=O)[C@@H](CC(=O)NCCCOC)C[C@@H]2C(=O)N1CCN(C(=O)C2CC2)CC1	.	.	1%	.	0.9%
CCC(=O)N1CCc2cc(S(=O)(=O)NCCN3CCCCC3CC)ccc21 (stereo not given)	-5%	1%	6%	-10%	0.3%
Cc1cc(C(=O)COC(=O)C2=NNC(=O)CC2)c(C)n1CCc1ccccc1	33%	-9%	4%	3%	2.1%
Cn1ncc2c(O/N=C(\N)c3ccc(C(C)(C)C)cc3)ncnc21	?	9%	5%	-3%	13%
O=C(CSc1nnc(-c2ccccc2)n1Cc1ccco1)Nc1ccc2c(c1)OCCO2	10%	5%	2%	-9%	1.5%
CN(CCC(=O)c1ccccc1)CCC(=O)c1ccccc1	?	2%	2%	43%	4.4%
COc1ccc(N2CCN(C(c3ccccc3)c3sc4nc(C)nn4c3O)CC2)cc1 (stereo not given)	10%	1%	4%	-8%	0.5%
Cc1cc(=O)oc2cc(OCCSCCN3CCOCC3)ccc12	19%	0%	-2%	2%	3.5%
CCn1c(N)c(C(=O)N2CCOCC2)sc1=S	11%	4%	-7%	-1%	i
Cc1cc(S(=O)(=O)N(Cc2ccc3c(c2)OCO3)CC2CCCO2)ccc1-n1cnnn1 (stereo not given)	3%	13%	-1%	-8%	0.8%
C[C@@H]1NS(=O)(=O)[C@H]2C[C@@H]3C=C[C@]2(O3)[C@H]1OC(=O)c1ccc(C(C)(C)C)cc1	26%	.	10%	-10%	0.2%
O=C(Nc1nccs1)c1sc2cc(Cl)ccc2c1Cl	?	1%	-8%	68%	1.2%
O=C(Nc1cccc([N+](=O)[O-])c1)c1cc(S(=O)(=O)N2CCOCC2)cs1	3%	-5%	3%	-9%	4.4%
O=C(N/N=C/C=C\c1ccccc1[N+](=O)[O-])c1ccccn1	22%	9%	6%	6%	0.7%
C=CC(C)C(C(=O)c1ccccc1)N(C)C (stereo not given)	11%	-23%	11%	7%	1.0%
O=C(c1ccc(F)cc1)c1cc2ccccc2o1	43%	10%	-7%	8%	2.6%
CCc1cc2c(NCC3CCCO3)ncnc2s1 (stereo not given)	2%	7%	-4%	-2%	8.1%
COc1ccccc1C1CC(c2ccc(F)cc2)Nc2ncnn21 (stereo not given)	25%	-2%	-5%	-11%	0.5%
Cn1c(=O)cc(SCC(=O)NCc2ccc(F)cc2)c2ccccc21	-24%	-8%	-6%	-5%	i
COC(=O)c1cccc(NC(=O)Nc2ccc(Cl)c(Cl)c2)c1	18%	3%	6%	0%	i
CCN(CC)C(=O)C1CCCN(Cc2ccc(F)c(F)c2)C1 (stereo not given)	-3%	-3%	-7%	-15%	1.8%
O=C1CCC/C(=N\NC(=O)NC2CCCCC2)C1	14%	-11%	-8%	9%	0.1%
O=C(N/C=C\c1ccccc1)NCc1ccc(Cl)cc1Cl	12%	-5%	3%	-6%	1.7%
C=CCSc1nc2ccccc2c(=O)[nH]1	-3%	-7%	8%	-2%	2.0%

Some of these compounds in order of heavy-atom count, highest first:
molecule	tuberculosis growth	Salmonella PhoP GFP	influenza NS1A	H37Rv inhibition	VEEV TC-83 Vero
Cn1c(=O)cc(SCC(=O)NCc2ccc(F)cc2)c2ccccc21	-24%	-8%	-6%	-5%	i
CN(CCC(=O)c1ccccc1)CCC(=O)c1ccccc1	?	2%	2%	43%	4.4%
O=C1CCC/C(=N\NC(=O)NC2CCCCC2)C1	14%	-11%	-8%	9%	0.1%
